Bioassay records from PubChem BioAssay.
SKKanGAS inh: SKKanGAS growth inhibition | S. pyogenes SKKanGAS, kanamycin growth, BacTiter-Glo, 6 h | inhibition, % at 7.5 µM | hit rate 1.3% among 300,000;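 active = mean replicate score, as percent of positive control median, at least 50; inconclusive = mean below 50 but one replicate at or above 50; inactive = mean and every replicate below 50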;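 also: strain carries kanamycin resistance gene driven by streptokinase promoter and grows in 40 µg/ml kanamycin; loss of luminescence reflects streptokinase promoter inhibition or plain growth inhibition; 0% = median of DMSO wells and 100% = positive control at its reference dose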
KLF5 inhibitor: kruppel-like factor 5 inhibition; DLD-1 KLF5 promoter-luciferase reporter, luminescence; inhibition, % at 5 µM; hit rate 0.23% among 290,000;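 active = inhibition above a per-plate limit of that plate's mean compound inhibition plus 3 SD, cut at about 60% in these data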;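 also: 0% = DMSO wells and 100% = LY294002 at 200 µM; higher means less KLF5 promoter-driven luciferase light; inactives centre near -14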
Platelet DG rel: modulates dense granule release in human platelets | human platelet-rich plasma, SFLLRN dense granule ATP release, luminescence | inhibition, %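 (compounds screened at 7.5 µM in platelet-rich plasma)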 | hit rate 0.22% among 300,000;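 active = mean replicate score, as percent of positive control, at or above 50; inconclusive = mean below 50 but at least one replicate at or above 50; inactive = mean and every replicate below 50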
HIF activator: HIF pathway transcriptional activation. hit rate 0.32% among 300,000. activation, % at 7.5 µM (by protocol). U2OS HRE-luciferase reporter, luminescence; normalized: DMSO 0%, desferrioxamine 100%;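 active = mean activation of at least 10% of the iron chelator positive control signal, with at least half of replicates also reaching 10%; inconclusive = mean and replicate majority disagree about reaching 10%; inactive = mean and most replicates under 10%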
HSF1 activator: increases HSF-1 driven luciferase reporter signal | NIH3T3-HGL HSF-1 luciferase reporter, MG132, 8 h; 100% = twice DMSO control signal | activation, % at 9 µM | hit rate 1.7% among 300,000;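 active = mean replicate activation of at least 50% with a set share of replicates each reaching 50%; inconclusive = only one of those two conditions met; inactive = mean below 50% and too few replicates reaching it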;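 also: 0% = median of the neutral control wells and 100% = twice that signal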
IEC-6 cytotox: counter-screen for KLF5 inhibitors: cytotoxicity in IEC-6 cells | hit rate 0.78% among 290,000 | AID 1825 | inhibition, % at 5 µM | IEC-6 cytotoxicity, luminescence viability; in the data active = inhibition above about 22%;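 also: 0% = plate median of test compound wells and 100% = cytotoxic reference compound wells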
AI-2 QS mod: modulates the Vibrio harveyi AI-2 quorum sensing system | Vibrio harveyi JMH597 AI-2 luminescence/OD600 ratio, 9 h; hits give low values; strain lacks LuxN and CqsS sensors; 0 = neutral-control median | activity change, % at 7.5 µM | hit rate 0.4% among 300,000; in the data active = activity change below about -75%, passing the limit was not always enough; inconclusive = no clear call, values can overlap the other calls;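 also: luminescence divided by OD600 gain over 9 h not by final OD600 alone; inactives centre near 13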
HSF1 inhib: HSF1 inhibition. hit rate 0.77% among 300,000. activity change, negative = inhibition, % at 7.5 µM (by protocol). NIH3T3-HGL HSE-luciferase, MG132-induced, luminescence 8 h; hits give low values;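 active = more than half of replicate wells show activity change below -50%, luminescence cut by over half; inconclusive = some wells, but at most half, below -50%; inactive = no replicate well below -50%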;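 also: luciferase reports HSF-1 transcriptional activity via heat shock element; 0% = median of DMSO wells and -100% = zero luminescence signal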
HSP90 inh: HSP90 refolding inhibition in rabbit reticulocyte lysate. luciferase refolding luminescence, 3 h. inhibition, % at 5.6 µM. hit rate 0.91% among 290,000;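 active = inhibition above the screen-wide mean plus 3 SD, computed separately per campaign, cut at about 16% in these data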;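 also: 0% = DMSO wells and 100% = 60 µM geldanamycin wells; inhibitors lower the luminescence because luciferase stays unfolded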
aSyn 5UTR inh: MLPCN primary screen, SNCA 5' untranslated region | alpha-synuclein 5'UTR reporter, inhibitor activity | inhibition, % (tested at 7.5 µM) | hit rate 0.82% among 300,000 | AID 1813; in the data active = inhibition above about 60%; inconclusive = no clear call, values can overlap the other calls;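 also: H4 neuroglioblastoma cells stably carrying SNCA 5'UTR luciferase fusion; 0% = DMSO wells and 100% = positive control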
An asterisk follows results filed as active; ? = inconclusive; . = not tested or not shown.

#	molecule	SKKanGAS inh	KLF5 inhibitor	Platelet DG rel	HIF activator	HSF1 activator
1	CCCCn1c(-c2cccnc2)nc2cc3[nH]c(=O)c(C(C)C)nc3cc21	10	-18	13	-1.1	-5
2	COc1ccc(CNc2nc3nc(C)c(Cl)c(C)n3n2)cc1	-3	-50	2	2.5	10
3	O=C(C[n+]1cnn(CC(=O)c2ccc(Cl)cc2Cl)c1)c1ccc([N+](=O)[O-])cc1	93*	6	-1	-0.8	14
4	CCc1ccc(N2C(=O)C3CCCN3C2=S)cc1 (centres undefined)	-2	-76	-4	1.0	5
5	CCCSC1=C(C#N)C(c2ccccc2OCC)CC(=O)N1 (centres undefined)	-2	-6	9	-0.8	-1
6	CCCCCC(=O)Oc1cccc(N2C(=O)C3CCCCC3C2=O)c1 (centres undefined)	-13	-11	-5	0.1	10
7	O=C(NC(=S)Nn1cnnc1)c1ccccc1	1	.	1	-1.5	-6
8	CCOC(=O)CN1C(=O)S/C(=C\c2ccc3c(c2)OCO3)C1=O	-7	-8	5	-0.2	2
9	O=C(Cc1ccccc1[N+](=O)[O-])N1CCOCC1	2	-21	3	-1.2	-19
10	C[C@]12C=CC(=O)C=C1CCC1C3CC[C@](O)(C(=O)CO)[C@@]3(C)CC3OC312 (some centres undefined)	-4	-7	-7	-0.4	-9

#	IEC-6 cytotox	AI-2 QS mod	HSF1 inhib	HSP90 inh	aSyn 5UTR inh
1	-1	3	-1	-1	15
2	-3	43	2	6	-65
3	0	45	-5	3	17
4	-5	20	2	-2	-18
5	2	-8	-1	0	13
6	0	16	-1	-1	12
7	.	8	-5	.	-1
8	-2	7	-5	1	0
9	-5	16	1	-6	-2
10	-4	10	-12	-2	28

(more compounds)
#	molecule	SKKanGAS inh	KLF5 inhibitor	Platelet DG rel	HIF activator	HSF1 activator
11	Cc1ccc(-c2nc3ccccc3nc2Cl)cc1	20	-19	-8	2.6	24
12	CCN1CCN(C(c2ccccc2OC)c2nnnn2C2CCCCC2)CC1 (centres undefined)	0	-11	0	-0.2	-22
13	CCCN1CCN(S(=O)(=O)c2ccc3c(c2)NC(=O)C(C)S3)CC1 (centres undefined)	2	11	-1	-0.2	11
14	Cc1ccc2c(C)c(C(=O)NCCN3CCCC(O)C3)oc2c1C (centres undefined)	-1	-14	-3	0.1	-6
15	COc1ccccc1NC1=NC(C)(C)N=C(N)N1	-12	6	-12	-0.1	4
16	Cc1[nH]n(S(=O)(=O)c2ccccc2)c(=O)c1N=Nc1cccc(Cl)c1	13	-8	-5	2.1	7
17	CCS(=O)(=O)N1CCC(C(=O)N2CCN(Cc3ccccc3)CC2)CC1	16	-38	3	-0.1	-11
18	COC(=O)c1ccc(S(=O)(=O)NCc2ccccc2)n1C	3	-25	-11	-0.4	1
19	O=C(N/C(=C\c1ccc(Br)cc1)C(=O)N1CCOCC1)c1ccc(Br)o1	9	-19	-4	-0.4	4
20	O=C(c1ccc(CS(=O)c2cccc(Cl)c2)o1)N1CCCCCC1 (centres undefined)	16	-25	-2	0.3	15

#	IEC-6 cytotox	AI-2 QS mod	HSF1 inhib	HSP90 inh	aSyn 5UTR inh
11	-2	-10	12	1	6
12	0	14	-4	0	-5
13	-6	22	-2	0	-3
14	-2	17	2	-3	7
15	3	5	-7	0	2
16	11	10	11	6	30
17	-5	19	-2	0	11
18	0	19	2	1	-5
19	3	0	-4	3	11
20	7	17	14	-2	17

Five entries from above in another layout.
item	SMILES	SKKanGAS inh	KLF5 inhibitor	Platelet DG rel	HIF activator	HSF1 activator	IEC-6 cytotox	AI-2 QS mod	HSF1 inhib	HSP90 inh	aSyn 5UTR inh
19	O=C(N/C(=C\c1ccc(Br)cc1)C(=O)N1CCOCC1)c1ccc(Br)o1	9	-19	-4	-0.4	4	3	0	-4	3	11
17	CCS(=O)(=O)N1CCC(C(=O)N2CCN(Cc3ccccc3)CC2)CC1	16	-38	3	-0.1	-11	-5	19	-2	0	11
18	COC(=O)c1ccc(S(=O)(=O)NCc2ccccc2)n1C	3	-25	-11	-0.4	1	0	19	2	1	-5
15	COc1ccccc1NC1=NC(C)(C)N=C(N)N1	-12	6	-12	-0.1	4	3	5	-7	0	2
20	O=C(c1ccc(CS(=O)c2cccc(Cl)c2)o1)N1CCCCCC1 (centres undefined)	16	-25	-2	0.3	15	7	17	14	-2	17

Following part
#	molecule	SKKanGAS inh	KLF5 inhibitor	Platelet DG rel	HIF activator	HSF1 activator
21	COc1ccc(NC(=O)CC2C(=O)NCCN2C(=O)c2ccc(N(C)C)cc2)cc1 (centres undefined)	7	-9	2	0.1	-24
22	CC[C@H](C)[C@@H]1NC(=O)c2cc([N+](=O)[O-])cc(F)c2NCCCC[C@@H](C(N)=O)NC(=O)[C@H](CCCCN)NC1=O	0	-15	-1	1.1	-8
23	CCOc1ccccc1NC(=O)c1nc(S(=O)(=O)Cc2cccc(C)c2)ncc1Cl	73*	28	13	-1.6	-39
24	Cc1ccc(SCCC(=O)NCc2ccco2)cc1	-8	-27	11	0.3	19
25	CC(/C=C\C=C\c1ccccc1)=N\NC(=O)c1cncc(Br)c1	15	-28	1	0.0	15
26	COc1ccccc1NC(=O)CSc1nnc(C)n1CC1CCCO1 (centres undefined)	0	0	-3	-0.4	0
27	Cc1ccc2c(c1)N(CC(=O)NCCCN1CCCC1)C(=O)CO2	-5	-12	3	-1.0	-16
28	N/C(=N\N=C\c1cccc([N+](=O)[O-])c1)c1nonc1N	8	-81	-4	3.3	10
29	Cn1c(N)c(C(=O)COC(=O)COc2ccc3ccccc3c2)c(=O)n(C)c1=O	-11	-6	-5	-0.4	33
30	Cc1ccc(-c2nn(-c3ccccc3)cc2C(=O)O)o1	-3	-36	-3	0.7	2

#	IEC-6 cytotox	AI-2 QS mod	HSF1 inhib	HSP90 inh	aSyn 5UTR inh
21	-1	31	-6	-2	-12
22	0	11	-2	0	5
23	73*	-6	?	11	88*
24	-2	-7	0	1	18
25	-3	8	-3	0	-9
26	-1	14	0	2	5
27	9	19	-6	-1	-22
28	0	0	10	4	-150
29	2	34	14	-3	-3
30	-8	8	-3	1	-21

Additional entries follow:
#	molecule	SKKanGAS inh	KLF5 inhibitor	Platelet DG rel	HIF activator	HSF1 activator
31	CCOc1cc(N2CCOCC2)c(OCC)cc1NC(=O)c1cc(C)cc(C)c1	-7	11	-3	-0.4	5
32	COc1ccc(/C=C2/SC(=S)N(CCC(=O)O)C2=O)cc1	-9	26	-8	-3.7	-51
33	COc1cc(/C=N/NC(=O)c2nnn(-c3nonc3N)c2C(C)C)ccc1OCc1ccc(F)cc1	58*	-59	9	4.1	27
34	CCOc1ccc(CC(=O)Nc2ccc(S(=O)(=O)Nc3cc(C)on3)cc2)cc1OCC	8	-7	0	-0.1	-9
35	CCC(C)(C)NC(=O)C(c1cccnc1)N(C(=O)c1csnn1)c1ccccc1 (centres undefined)	-9	-12	11	-0.2	-3
36	CCc1nnc(NC(=O)C2CCCO2)s1 (centres undefined)	4	-9	-2	0.2	10
37	CN(C)c1ccc(/C=N/N=C2/SC(CC(=O)O)C(=O)N2c2ccc(O)cc2)cc1 (centres undefined)	3	-24	-1	-0.3	-4
38	CNC(=O)C(=O)Nc1ccc2c(c1)N(S(=O)(=O)c1cccs1)CCC2	-6	.	.	0.2	2
39	CCOC(=O)N1CCN(CC(=O)Nc2ccc(F)c(F)c2F)CC1	3	-12	-11	0.1	16
40	O=C(O)c1cnn(-c2ccccc2)c1-n1cccc1	-1	-30	0	-0.2	9

#	IEC-6 cytotox	AI-2 QS mod	HSF1 inhib	HSP90 inh	aSyn 5UTR inh
31	-1	20	3	-5	15
32	-6	41	?	8	98*
33	10	17	25	0	-143
34	2	-8	1	5	4
35	3	0	2	3	23
36	3	16	-4	2	-18
37	4	3	3	1	4
38	.	18	0	.	9
39	1	17	0	0	-8
40	-3	6	-8	2	-12

(listing goes on)
#	molecule	SKKanGAS inh	KLF5 inhibitor	Platelet DG rel	HIF activator	HSF1 activator
41	CCCCn1c(-c2ccc(C(C)(C)C)cc2)nc2cc3[nH]c(=O)c(C(C)C)nc3cc21	40	-11	0	0.0	5
42	Cc1cccc(C(C)C)c1NC(=O)COC(=O)CN1C(=O)C2CC=CCC2C1=O (centres undefined)	12	.	-5	-1.0	0
43	COc1ccccc1Oc1nc([N+](=O)[O-])nn1CC(N)=O	2	-8	1	0.3	-3
44	Cc1cc(=O)oc2cc(OCC(=O)Nc3ccccc3C(=O)O)ccc12	11	-30	5	-0.2	-14
45	C/C(N)=C(/C#N)C(=O)CSc1nc(C2CCCCC2)n(-c2ccccc2)n1	-2	-6	-5	-0.6	-2
46	CCCn1c(N)c(N(CCOC)C(=O)c2cccc(F)c2)c(=O)[nH]c1=O	-3	-20	-4	0.0	-15
47	CCN(CC)c1ccc(C(=O)OCC(=O)NC2CCCCC2C)cc1 (centres undefined)	1	-12	4	0.1	10
48	Cc1c[n+]([O-])ccc1Oc1ccc([N+](=O)[O-])cc1	3	.	-4	-1.0	-14
49	O=C(COC(=O)c1ccccn1)Nc1ccccc1OC(F)F	0	-17	5	-0.5	-5
50	CCC(C(=O)Nc1ccccc1C(=O)N1CCCC1)N1C(=O)c2ccccc2C1=O (centres undefined)	5	-27	-5	-0.3	13

#	IEC-6 cytotox	AI-2 QS mod	HSF1 inhib	HSP90 inh	aSyn 5UTR inh
41	-3	9	5	-2	-21
42	.	18	-3	.	-10
43	-9	29	-5	-5	0
44	-2	22	-6	-1	7
45	0	7	-2	-2	35
46	3	28	-3	-2	5
47	1	8	-5	0	-7
48	.	9	-9	.	0
49	-2	31	-1	4	0
50	7	20	-4	1	7
